# p53ts 32C kill: kills p53ts cells at the permissive temperature. H1299-p53A138V at 32C, ATP luminescence viability, 24 h. Potency, µM (series often up to 46.1 µM), inactives show at the top dose activity change, negative = cytotoxicity, actives largely listed as cytotoxic. 130,000 tested, 0.93% active. AID 924;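 also: 0% = DMSO and -100% = full killing by reference compound; nearly all actives have a fitted effect of over 55% in size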
#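 H1299-p53 A138V cells (temperature-sensitive p53) exposed 24 h to up to 46 uM compound at 32C, where p53 is wild-type in conformation. Viability read as ATP luminescence and normalised to DMSO and 100 uM tamoxifen. AC50 fitted with the Hill equation.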
# Peg3 imprint: inducers of genomic imprint erasure in mouse ES cells. AID 1948. 110,000 tested, 0.02% active. mouse ES Peg3-LacZ reporter, beta-gal luminescence, 40 h. Potency, µM (series often up to 60.7 µM), without a hit: top-dose activity change, positive = activation, hits mostly activators;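 also: 0% = negative control wells on the plate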
#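 Gelatin-coated wells received 300 freshly trypsinized female ES cells with a Peg3LacZ-Neo reporter on the maternal allele, then incubated 40 hours at 37C. BetaGlo was added for 5 minutes at room temperature before a single luminescence read.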
# IkB sig inh: suppresses IkB signaling in ABC-DLBCL reporter cells; ABC-DLBCL IkBa-CBG/CBR dual luciferase ratio, 4 h; response scale: scaled: untreated 0%, proteasome inhibitor 100%; Potency, µM (top dose mostly 57.1 µM), without a hit: at the top dose IkBa stabilization activation; 110,000 tested, 0.04% active; AID 445; active = well fitted curve in the direction sought with a large enough effect in the signal ratio, not every such curve was filed as active; inconclusive = small, poorly fitted or top-dose-only effect, or a change in a side signal; the % refers to the signal ratio;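 also: the direction sought is a rising ratio; 0% = basal untreated cells and 100% = reference inhibitor full response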
#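 Luminescence ratio of IκBα-fused green versus native red beetle luciferase in OCI-Ly3 cells, 4 h post-doxycycline with compound; red signal alone, scaled from basal (0%) to zero light (-100%), flagged nonspecific or cytotoxic effects.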
# p53ts 39C kill: cytotoxicity in p53ts cells at nonpermissive temperature; 130,000 tested, 1.5% active; Potency, µM (highest dose often 46.1 µM), for the others: at the highest dose activity change, negative = cell killing, hits mostly cytotoxic; H1299-p53A138V viability at 39C, ATP luminescence, 24 h; AID 902; also: nearly all actives have a fitted effect of over 55% in size
# * = called active by the depositor; ? = inconclusive; . = no result given; & = joins results of further samples; [ ] = dose if it differs, or a comment. Unless noted, calls follow the shape of the dose curve; as a rule, active = well fitted curve in the direction sought with a large enough effect; inconclusive = small, poorly fitted or top-dose-only effect, or another doubt; inactive = no such curve, though single readings can be large; an effect the other way counts as inactive or inconclusive. Unless noted, % is scaled to controls: 0 for no effect and ±100 for the full control effect; potency is read from the fitted curve at half-maximal effect.
SMILES,p53ts 32C kill,Peg3 imprint,IkB sig inh,p53ts 39C kill
CCCCC(c1nnnn1Cc1ccco1)N1CCN(C(=O)c2ccco2)CC1 (stereo not drawn),-5.9%,-0.6%,0.0%,3.1%
Cc1ccnc(SCCn2c(N3CC(C)CC(C)C3)nc3c2c(=O)n(C)c(=O)n3C)n1 (stereo not drawn),7.5%,?,-1.1%,11.0%
CCC(CC)c1nc(NCCC(=O)O)c2ccccc2n1,-1.2%,-3.2%,-0.3%,13.3%
O=C(Nc1ccccc1)Nc1ccccc1,?,-69.6%&-76.3%[inhibitor],3.7%,?
CCOc1ccc(OCC(=O)N2CCOCC2)cc1,0.9%,0.6%,1.1%,4.1%
CC1(C)Cc2ccccc2-c2c1c(=O)n(Cc1ccccc1)c1nnnn21,1.6%,.,.,5.6%
COc1ccc(C(=O)N(Cc2ccco2)Cc2ccco2)cc1,3.7%,-7.4%[10.9 µM],1.5%,-19.5%
COc1ccccc1N1CCN(c2cc(=O)n(-c3ccccc3Cl)c(=O)[nH]2)CC1,-0.1%,-6.1%,0.0%,-5.3%
COc1ccc(CCN2C(=NC(=O)CCC(=O)O)SC3CS(=O)(=O)CC32)cc1OC (stereo not drawn),1.8%,-8.8%,11.8%,-0.5%
Cc1ccc(NCc2nnc(SCC(=O)c3ccccc3)o2)c(C)c1,-6.1%,-9.2%,2.6%,-17.1%
CCC(=O)N1CCc2cc(S(=O)(=O)CCC(=O)O)ccc21,2.7%,-9.6%,-0.2%,-7.7%
CC(C)(C)C(=O)CSc1nccc(=O)[nH]1,12.5%,0.1%,-1.1%,7.3%
CC1CCCCN1CCNC(=O)C1CCN(S(=O)(=O)N2CCCCC2)CC1 (stereo not drawn),-1.8%,-5.7%,1.6%,12.9%
O=C(CCc1ccccc1)n1nc(-c2ccccc2)nc1NCc1ccco1,9.6%,1.6%,-2.5%,6.4%
O=C1CSC(c2ccccn2)N1Cc1cn2ccccc2n1 (stereo not drawn),-4.9%,6.3%,0.2%,4.6%
COc1ccc(N2CCN(CCCNC(=O)C3COc4ccc(OC)cc4C3)CC2)cc1 (stereo not drawn),3.3%,-15.4%[10.9 µM],0.8%,0.8%
CCOc1ccc(NC(=O)CN(Cc2ccccc2)S(C)(=O)=O)cc1,-3.9%,.,.,8.0%
COc1ccccc1NC(=O)c1cc(S(=O)(=O)NCCC2=CCCCC2)ccc1F,14.1%,-4.0%[10.9 µM],?,-14.6%
O=C(NCCc1ccccc1)C1CCN(S(=O)(=O)N2CCC3(CC2)OCCO3)CC1,-0.4%,-2.0%,-1.5%,1.4%
COc1cccc(-n2c(=O)c3c(C)c(C)sc3n(CC(=O)NCc3ccc(C)cc3)c2=O)c1,-2.3%,-2.5%[10.9 µM],2.1%,15.7%
COc1ccc(-c2noc(CSc3nnc(C)n3-c3ccc(C)cc3)n2)cc1,-4.0%,-52.3%[inhibitor][10.9 µM],?,-10.0%
CCN(C(=O)c1noc2c1COc1ccc(C)cc1-2)c1cccc(C)c1,0.7%,-4.0%[10.9 µM],?,?
O=C(Cn1c(=O)oc2cc(S(=O)(=O)N3CCCCCC3)ccc21)NC1CCCCCCC1,-3.9%,-23.9%,-1.4%,-11.9%
Cc1ccc(SC(C)c2nc(-c3ccncc3)no2)cc1 (stereo not drawn),-1.7%,-24.1%,-3.2%,0.8%
N#C/C(=C\NC(=S)c1ccncc1)c1nc2ccccc2s1,-0.4%[9.22 µM],-8.2%[10.9 µM],?,3.1%[9.22 µM]
Cc1ccccc1C(=O)NC1(C(F)(F)F)N=C(c2ccccc2)N(Cc2ccccc2)C1=O (stereo not drawn),-6.1%,-8.8%[10.9 µM],-2.0%,-6.5%
COc1ccccc1-c1cncnc1NCc1cccc(C)c1,12.9%,-16.9%,0.4%[11.4 µM],17.3%
Cc1cc(NC(=O)CSc2nc3ccsc3c(=O)n2NC(=O)c2ccccc2)no1,1.5%,-1.3%,-0.7%,-1.6%
O=c1cc(-c2ccc(O)cc2)oc2cc(O)cc(O)c12,16.1%[1.84 µM],-35.9%[inhibitor],?,41.6%[activator]
CC1CCCCN1S(=O)(=O)c1ccc2c(c1)CCN2C(=O)C1CCC1 (stereo not drawn),-4.0%,-18.5%,0.4%,-19.7%

# Structural class, the entries above containing a halogen (3)
SMILES,p53ts 32C kill,Peg3 imprint,IkB sig inh,p53ts 39C kill
COc1ccccc1N1CCN(c2cc(=O)n(-c3ccccc3Cl)c(=O)[nH]2)CC1,-0.1%,-6.1%,0.0%,-5.3%
COc1ccccc1NC(=O)c1cc(S(=O)(=O)NCCC2=CCCCC2)ccc1F,14.1%,-4.0%[10.9 µM],?,-14.6%
Cc1ccccc1C(=O)NC1(C(F)(F)F)N=C(c2ccccc2)N(Cc2ccccc2)C1=O (stereo not drawn),-6.1%,-8.8%[10.9 µM],-2.0%,-6.5%

# Later entries.
SMILES,p53ts 32C kill,Peg3 imprint,IkB sig inh,p53ts 39C kill
COC(=O)c1cc2sc(C)cc2n1Cc1ccc(Br)cc1F,5.8%,-12.0%[10.9 µM],0.1%,-24.7%
COC(=O)C1C(O)=C(C=NC2CCCCC2)C(=O)CC1(C)C (stereo not drawn),4.8%,-12.6%,2.8%,-10.7%
COCCCNC(=O)C1CCN(Cc2cc3ccccc3n2Cc2ccccc2C)CC1,17.3%,-15.2%[10.9 µM],?,-9.9%
Cc1ccc(NC(=O)c2c(C)oc3ccc(O)c(CN4CCOCC4)c23)cc1,-1.1%,-6.0%[10.9 µM],?,16.2%
Nn1c(SC/C=C/c2ccccc2)nnc1-c1ccncc1,-10.0%,-11.3%,1.6%,13.3%
COc1nc(Nc2ccc3c(c2)OCO3)nc(OC)n1,-3.9%,-34.3%[inhibitor],-5.0%,3.5%
Cc1ccccc1NC(=O)c1sc2nc(-c3ccncc3)ccc2c1N,?,-13.2%[10.9 µM],?,-18.3%
COC(=O)c1ccc(NC(=O)C2(S(=O)(=O)c3ccc(C)cc3)CC2)cc1,-0.9%,-4.4%[10.9 µM],1.4%,13.5%
CCOc1ccc(NC(=O)c2sc3nc(-c4ccc(OC)cc4)cn3c2C)cc1,2.8%,-6.2%[10.9 µM],5.4%,-7.2%
CCC1CN(C(=O)Nc2cc(C)ccc2OC)c2cc(Cl)ccc2O1 (stereo not drawn),3.2%,-10.9%[10.9 µM],?,-9.1%
CC(C)C(=O)Nc1ccc(-c2nc3cccnc3o2)cc1,10µM*,-36.7%[inhibitor],3.8%,10µM*
COc1ccc(-c2nnn3c2nc(NCc2ccc(C)cc2)c2ccccc23)cc1,2.9%,-13.1%[10.9 µM],?,-3.8%
COc1cccc(Cn2c(=O)c(C)nc3cnc(Nc4ccccc4)nc32)c1,-2.8%,-8.7%,3.8%[11.4 µM],5.8%
c1ccc2nc(C3=NCCN3)cnc2c1,-2.0%,-13.4%,0.0%,-4.8%
Cc1cccc(C(=O)N2CCc3cc(CNS(=O)(=O)c4cccs4)ccc32)c1,0.9%,?,?,-11.2%
COC(=O)C1C2CC3c4[nH]c5cc(OC)ccc5c4CCN3CC2CC(OC(=O)c2cc(OC)c(OC)c(OC)c2)C1OC (stereo not drawn),-6.6%,-24.0%,.,-18.0%
Cc1ccc(C2CC(C(F)(F)F)n3nc(C(=O)NCc4ccco4)cc3N2)cc1 (stereo not drawn),-14.3%,-10.7%,1.5%,-5.9%
Cc1c(C(=O)O)oc2c1C(O)CCC2 (stereo not drawn),-1.2%,2.4%,-0.9%,3.7%
COc1cc(OC)cc(C(=O)Nc2cc(-c3nc4ccccc4s3)ccc2OC)c1,-9.7%,5.5%[10.9 µM],2.4%,-4.9%
Cc1cc(NC(=O)Cn2c(=O)oc3cc(S(=O)(=O)N4CCCC4)ccc32)ccc1Br,45.6%[activator],-13.5%[10.9 µM],1.1%,-1.8%
O=C(Nc1cccnc1)c1ccc2c(c1)C(=O)N(Cc1cccnc1)C2=O,5.4%,2.8%,3.0%,3.9%
CCN(CC)C(=O)CSc1nnc([C@@H](N)Cc2ccccc2)o1,-5.9%,19.4%,-0.5%,8.5%
COc1ccc(CNC(=O)Cc2ccc(NC(=O)N3CCCCc4ccccc43)cc2)cc1,10.0%,-7.2%[10.9 µM],-0.6%,-16.3%
CCc1ccc(S(=O)(=O)c2nnn3c2nc(N(C)Cc2ccccc2)c2cc(Cl)ccc23)cc1,-9.1%,-12.2%[10.9 µM],-0.2%,?
COC(=O)c1oc2ccc(Br)cc2c1NC(=O)CCN1CCOCC1,-13.5%,-0.2%,1.2%,-12.6%
CC(=O)Nc1sc(C)c(C)c1CN1CCN(S(=O)(=O)c2ccccc2)CC1,4.9%,-21.5%,3.4%,4.4%
CCC(C(=O)Nc1cc(C(F)(F)F)ccc1Cl)n1nc(C)c2sc3ccccc3c2c1=O (stereo not drawn),-23.0%,-9.7%[10.9 µM],?,-11.0%
Cc1csc(NC(=O)CCN2C(=O)c3ccccc3S2(=O)=O)n1,-7.7%,-5.2%,0.5%,3.1%
COc1cc2c(cc1OC)C(COc1ccc(C(C)C)cc1)N(C(=O)COc1ccccc1)CC2 (stereo not drawn),9.8%,-19.7%[10.9 µM],?,-14.4%
CN(Cc1ccccc1)c1nnc(N)s1,-6.5%,-2.7%,2.8%,-4.6%
COc1ccc(-c2nnc(-c3cccnc3)o2)cc1OC,-9.7%,-58.0%[inhibitor],-1.7%,-1.1%
Fc1ccc2[nH]c3c(N4CCN(C5CCCCC5)CC4)ncnc3c2c1,-3.9%,1.3%,-2.0%,-1.6%
Cc1ccccc1-c1nc(CN2CCC(C(=O)NCC3CCCO3)CC2)c(C)o1 (stereo not drawn),3.1%,-9.8%,0.2%,7.4%
CCOc1ccc(CCNC(=O)C2CCCN(c3nnc(-n4cccc4)s3)C2)cc1OCC (stereo not drawn),0.3%,-12.2%,0.3%,-5.6%
COc1ccc(NC(=O)CSc2oc(-c3ccc(F)cc3)nc2S(=O)(=O)c2ccc(C)cc2)c(OC)c1,-28.6%,-10.8%[10.9 µM],-3.2%,?
Cn1c(=O)oc2cc(S(=O)(=O)NC3CCCc4ccccc43)ccc21 (stereo not drawn),-3.2%,0.2%,1.7%,-4.1%
Cc1cc(C)nc(SCc2nnc(SCC(=O)N3CCCc4ccccc43)o2)n1,-12.4%,-10.5%,2.2%,-3.2%
O=S1(=O)N=C(SCCO)c2ccccc21,-0.1%,5.0%,0.9%,1.6%
CCC(C)(C)NC(=O)C(c1cccn1C)N(Cc1ccccc1)C(=O)Cn1nnc2ccccc21 (stereo not drawn),5.0%,-12.2%,-0.6%,7.4%
CC(=O)n1c2c(c3ccccc31)OC(N)=C(C#N)C2c1cccc(Cl)c1Cl (stereo not drawn),-8.9%,.,.,-28.5%
CCOc1ccc(NC(=O)C(C)n2c(=O)cc(C)c3c(C)nn(-c4ccccc4)c32)cc1 (stereo not drawn),-2.5%,-8.8%[10.9 µM],-0.6%,-24.7%
CCC(=O)N1CCCc2cc(S(=O)(=O)N3CCC(N4CCCCC4)CC3)ccc21,-20.5%,-10.1%,2.4%,-7.5%
Cn1c(SCC(=O)NC(C)(C)C)nnc1-c1ccc(C(C)(C)C)cc1,-9.0%,-13.9%,7.0%,-17.6%
CCN1CCN(c2nc(-c3cccnc3)nc3ccccc23)CC1,-2.9%,.,-1.6%,1.0%
Cc1ccc(-n2nnc3c(=O)n(Cc4cccc(C)c4)cnc32)cc1,-18.3%,-16.5%,3.6%,21.9%
O=C(CCC(=O)N1CCc2ccccc21)N1CCc2ccccc21,8.4%,-12.7%,6.0%,5.3%
COc1ccccc1CN1CCCC2(CCN(S(C)(=O)=O)CC2)C1,-1.9%,.,3.5%[11.4 µM],-6.9%
OCCNc1ccc(Cl)cc1,0.2%,-8.4%,0.2%,-3.4%
CC1CCN(S(=O)(=O)c2cccc(C(=O)NC3CCS(=O)(=O)C3)c2)CC1 (stereo not drawn),1.5%,3.3%[10.9 µM],?,-18.1%
COc1ccccc1C1C(C(C)=O)=C(O)C(=O)N1CCc1ccccc1 (stereo not drawn),-2.6%,8.4%,2.4%,12.5%
Cc1cc(-c2ccccc2)nc(N2CCC(C(=O)NCc3ccccc3Cl)CC2)n1,-1.6%,.,.,6.5%
Cc1cccc(N2C(=O)CC(Sc3nc(C)c4c(n3)CCCC4)C2=O)c1 (stereo not drawn),8.0%,-6.8%,0.5%,2.9%

# Rows were taken by chance; about 1.8% have a hit in one of these screens.
